Nrf2 activator = activates Nrf2 signaling | Potency, µM (series often up to 46.1 µM), for inactives: at the highest dose activation, usual class: activators | AID 624171 | hit rate 0.31% among 410,000 | AREc32 ARE-luciferase reporter (MCF7-derived line), luminescence, 24 h; note: potency is the fitted concentration of half-maximal effect; % of control where 0% means no effect; nearly all actives have a fitted effect of over 65% in size
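Luciferase luminescence (Steady-Glo, 30 min at room temperature) served as the read-out of ARE activation in AREc32 cells treated with compounds for 24 hr at 37 deg C.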
pAkt inh = blocks phosphorylation of Akt. Neuro2A IGF-stimulated pAkt S473 HTRF, 20 min; stronger effect = lower value. activity change, % for hits at 50 µM. hit rate 0.32% among 360,000. AID 651550; in the data active = activity change below about -80%; inconclusive = mostly about -51% to -80%; note: % is set by controls: 0 for no effect and ±100 for the full control effect
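Single-point screen (50 µM final compound) in Neuro2A cells stimulated 20 min with 6 nM IGF at 37 deg C. After lysis, Ser473-phosphorylated Akt read by HTRF (ex 330 nm, em 615/665 nm) as the 665/615 ratio.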
A549 tox = kills or reduces viability of A549 cells in Nrf2 counter-screen | A549 ARE-Fluc cells, CellTiter-Fluor viability, 18-24 h | Potency, µM (series often up to 46 µM), for the others: top-dose activity change, negative = cytotoxicity, actives largely listed as inhibitors | hit rate 0.16% among 390,000 | AID 504648; note: potency is the fitted concentration of half-maximal effect; % is set by controls: 0 for no effect and ±100 for the full control effect
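A549 ARE_Fluc cells in 5% FBS OPTI-MEM were exposed to compounds in concentration-response for 18-24 h at 37 deg C. Viability was read by CellTiter-Fluor fluorescence (Ex 405/Em 525) after 30 min, before the luciferase read.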
TGFb inhibitor = TGF-b pathway inhibition | HepG2 CAGA-GFP TGF-b/SMAD3 reporter, GFP fluorescence, 18 h; TGF-beta stimulated, 500 pg/mL final | Potency, µM (doses to about 46.1 µM), for inactives: at the highest dose activity, negative = inhibition, hits mostly inhibitors | hit rate 1.2% among 410,000 | AID 588855; note: potency is the fitted concentration of half-maximal effect; % is set by controls: 0 for no effect and ±100 for the full control effect; nearly all actives have a fitted effect of over 65% in size
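Smad-responsive CAGA-GFP expression was quantified in HEPG2 cells exposed to compounds and 500 pg/mL final TGF-beta for 18 h at 37 degrees C; unstimulated wells defined full inhibition.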
MmCpn inh = M. maripaludis TRiC chaperonin inhibition; purified Mm-Cpn ATPase, ADP Transcreener TR-FRET; Potency, µM (titrated, usually from 76.9 µM), without a hit: at the top dose activity, negative = inhibition, most hits filed as inhibitors; hit rate 0.031% among 330,000; AID 504842; note: potency is the fitted concentration of half-maximal effect; % is set by controls: 0 for no effect and ±100 for the full control effect; nearly all actives have a fitted effect of over 80% in size
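25 nM Mm-CPN + cpd, 10 min 37°C; + 10 uM ATP, 30 min 37°C; buffer 30 mM Tris pH 7.4, 100 mM KCl, 5 mM MgCl2, 1 mM DTT; Transcreener ADP HTRF detection 30 min RT.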
Nrf2 block = blocks Nrf2 signaling | A549 ARE-Fluc reporter, luciferase luminescence, 18-24 h | Potency, µM (top dose mostly 46 µM), for the others: at the highest dose activity change, negative = inhibition, hits mostly inhibitors | hit rate 2.1% among 360,000; note: potency is the fitted concentration of half-maximal effect; % is set by controls: 0 for no effect and ±100 for the full control effect; nearly all actives have a fitted effect of over 60% in size
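A549 ARE_Fluc cells (5000/well, 5% FBS OPTI-MEM) pre-incubated 2 h, then treated with compounds 18-24 h at 37C/5% CO2 in concentration-response. CellTiter-Fluor viability read first; BugLite luciferase luminescence after 15 min at room temperature gives Nrf2 activity.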
HepG2 tox = kills HepG2 cells in TGF-b inhibitor counter-screen; hit rate 0.76% among 410,000; HepG2 CAGA-GFP viability, ATP luminescence, 18 h; Potency, µM (titrated, usually from 46.1 µM), without a hit: top-dose activity change, negative = cytotoxicity, hits mostly cytotoxic; note: potency is the fitted concentration of half-maximal effect; some results filed as inactive show a strong effect at the top dose
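CellTiter-Glo luminescence gave cytotoxicity after 18 hours at 37 degrees C. The cells were HepG2 CAGA-GFP in 1% FBS DMEM, stimulated with 500 pg/mL TGF-beta after compound addition. %Activity was normalised to no-cell wells (complete cell-killing) and DMSO (no toxicity), and curves were fitted and classified.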
CCT chaperon mod = cytosolic chaperonin activity modulation; purified chaperonin ATPase assay, HTRF ADP detection, 30 min; activity change, % (no concentration beside the values), hits read low; hit rate 0.3% among 360,000; in the data active = activity change below about -30%; note: % is set by controls: 0 for no effect and ±100 for the full control effect
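TRiC at 40 or 20 nM final (batch-dependent) in 30 mM Tris pH 7.4, 100 mM KCl, 5 mM MgCl2, 1 mM DTT, with compound at single 76 uM and 10 uM ATP, 30 min at 37 deg C. ADP detected by HTRF Transcreener, 665/615 ratio.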
Abeta rescue = A-beta toxicity reversal in yeast | yeast expressing A-beta42, growth rescue, OD600, 48 h; response scale: 0% DMSO, 100% iron-clioquinol control | Potency, µM (doses to about 46.1 µM), without a hit: at the highest dose growth rescue, actives largely listed as activators | hit rate 0.063% among 410,000; note: potency is the fitted concentration of half-maximal effect; nearly all actives have a fitted effect of over 55% in size
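Yeast growth medium received pinned compounds, then yeast cells expressing toxic A-beta were added; plates incubated at 30 C for 48 hr. Growth read as absorbance at 600 nm, normalized to DMSO and equimolar FeCl3 plus clioquinol controls.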
* = called active by the depositor; i = inactive; ? = inconclusive; / = no result given; & = joins results of further samples; [ ] = remark or other dose. Unless noted, calls come from the whole dose curve; as a rule, active = well fitted curve in the direction sought with a large enough effect; inconclusive = small, poorly fitted or top-dose-only effect, or another doubt; inactive = no such curve, though single readings can be large; an effect the other way counts as inactive or inconclusive.

SMILES	Nrf2 activator	pAkt inh	A549 tox	TGFb inhibitor	MmCpn inh	Nrf2 block	HepG2 tox	CCT chaperon mod	Abeta rescue
CCOC(=O)N1CCN(C(c2ccccc2)c2sc3nc(C)nn3c2O)CC1 (stereo not given)	-0.7%	i	-6%	21%	-1%	3%	-2%	-0.3	17%
C[C@@H]1CN([C@H](C)CO)C(=O)CCCn2nncc2CO[C@H]1CN(C)C(=O)Nc1ccnc(N2CCOCC2)c1	-1.0%	i	/	13%	/	/	6%	1.2	-5%
O=S(=O)(Nc1ccc(Cc2ccncc2)cc1)c1ccc(Cl)c(Cl)c1	2.2%	/	?	?	1%	/	-34%	-0.6	-1%
COc1cc(Br)c(C2CC(=O)Nc3cc(OC)c(OC)cc32)cc1OC (stereo not given)	0.8%	i	-3%	1%	2%	10%	-17%	0.4	0%
Cc1cc(C(F)(F)F)c(C#N)c(SCC(=O)NC2CC2)n1	-0.8%	i	2%	16%	2%	/	-1%	-3.9	-2%
COC(=O)c1ccc(CC(=O)c2c(C)cc(O)cc2O)o1	0.5%	i	0%	-1%	-2%	7%	-14%	0.1	0%
CCCc1cc2nnc(SCC(=O)N(C)C3CCCCC3)n2c(N)n1	-1.1%	i	1%	-3%	2%	5%	-2%	-0.4	-12%
COc1ccc(C(CC(=O)Nc2ccc(F)c(Cl)c2)N2Cc3ccccc3C2=O)cc1OC (stereo not given)	6.0%	/	-3%	?	/	-4%	-35%	/	-2%
COC(=O)c1cc(OC)c(OC)cc1NC(=O)c1cc(C(C)(C)C)oc1C	0.4%	i	1%	17%	-4%	-9%	-38%	1.7	-12%
COc1cc(Cl)c(NC(=O)C(NS(=O)(=O)c2cccs2)C(C)C)c(OC)c1 (stereo not given)	4.6%	/	-15%	-3%	/	/	3%	/	-24%
COc1ccc(-n2nc3c(c2NC(=O)c2ccc(S(=O)(=O)N4CCOCC4)cc2)CS(=O)(=O)C3)cc1	0.5%	i	-1%	9%	0%	-14%	-45%	1.3	-10%
Cc1cc(N2CCN(C)CC2)nc(N2CCOCC2)n1	0.2%	i	-3%	8%	-1%	9%	6%	-1.7	-12%
N#Cc1nc(-c2ccccc2Cl)oc1NCc1ccco1	23%	i	19%	?	-1%	18%	-36%	-1.5	-21%
O=C(Nc1ccc2c(c1)CCC2)c1c(F)cccc1Cl	8.5%	i	-5%	-1%	0%	?	-8%	-1.3	-14%
CCCCC1CCC(C(=O)N(CCCC)c2c(N)n(CCCC)c(=O)[nH]c2=O)CC1 (stereo not given)	0.0%	i	1%	2%	-1%	-4%	1%	-0.5	-1%
Nn1c(SCC(=O)Nc2cccc(Br)c2)nnc1C1CC1	0.5%	i	-1%	19%	1%	?	0%	0.9	-4%
O=C1CC(N2CCN(CCc3ccccn3)CC2)C(=O)N1c1ccc(Cl)cc1 (stereo not given)	2.4%	i	-5%	20%	1%	-7%	14%	0.1	-1%
Cc1ccc(C)c(NC(=O)CCN2C(=O)[C@@H]3Cc4ccccc4CN3C2=O)c1	-1.1%	i	2%	-4%	-2%	-14%	-15%	-0.8	0%
Cc1ccc(NC(=O)CCNS(=O)(=O)c2ccc3[nH]c(=O)oc3c2)cc1N(C)C	0.1%	i	-2%	-8%	1%	0%	-1%	-1.3	1%
O=C(CCNS(=O)(=O)c1ccc(Br)cc1)NCCc1ccc(Cl)cc1	0.7%	i	-2%	-20%	2%	-28%	-17%	0.0	-9%
Cc1ccsc1C(=O)OCC(=O)Nc1cccc(F)c1	4.9%	i	10%	-3%	0%	?	-4%	-1.7	?
NC(=O)c1ccc(-n2nnnc2SCC(=O)Nc2ccccc2)cc1	3.6%	i	-7%	26%	4%	-13%	1%	-5.5	-3%
COc1ccc(-c2csc(NC(=O)CCCc3nc4ccccc4c(=O)[nH]3)n2)cc1OC	2.0%	i	-13%	-18%	-1%	?	-19%	-0.5	9%
CC(Oc1ccc(Cl)cc1Cl)C(=O)NCCCn1ccnc1 (stereo not given)	-0.1%	i	1%	1%	0%	-2%	15%	-1.1	3%
CCN(CC)CCn1c(C)nc2ccccc21	-0.6%	i	-2%	2%	3%	-17%	2%	-0.4	-5%
CC(OC(=O)c1ccncc1)C(=O)Nc1cccc([N+](=O)[O-])c1 (stereo not given)	0.0%	i	4%	-1%	0%	1%	-1%	-7.3	-16%
CCOC(=O)c1c(-c2ccccc2)oc2ccc(OCc3ccccc3Br)cc12	-0.9%	/	-1%	-17%	/	7%	-29%	/	-17%
CSc1ccc(/C=N/n2c(C)nc3ccccc3c2=O)cc1	-0.6%	i	-1%	12%	-3%	16%	-1%	-0.3	-8%
Cc1nn(Cc2ccc(Cl)cc2Cl)c(C)c1NC(=O)c1sc2ccccc2c1Cl	-0.4%	i	-9%	-3%	0%	-22%	-1%	-3.7	-2%
Cc1ccc(S(=O)(=O)N2CCCN(C(=O)c3cc4ccccc4[nH]3)CC2)cc1	15%	i	0%	?	-28%	9%	-22%	-4.9	-46%[inhibitor]

A different layout for part of the listing above.
Molecule | Nrf2 activator | pAkt inh | A549 tox | TGFb inhibitor | MmCpn inh | Nrf2 block | HepG2 tox | CCT chaperon mod | Abeta rescue
O=C(CCNS(=O)(=O)c1ccc(Br)cc1)NCCc1ccc(Cl)cc1 | 0.7% | i | -2% | -20% | 2% | -28% | -17% | 0.0 | -9%
Cc1ccsc1C(=O)OCC(=O)Nc1cccc(F)c1 | 4.9% | i | 10% | -3% | 0% | ? | -4% | -1.7 | ?
NC(=O)c1ccc(-n2nnnc2SCC(=O)Nc2ccccc2)cc1 | 3.6% | i | -7% | 26% | 4% | -13% | 1% | -5.5 | -3%

Remaining list, next part:
SMILES	Nrf2 activator	pAkt inh	A549 tox	TGFb inhibitor	MmCpn inh	Nrf2 block	HepG2 tox	CCT chaperon mod	Abeta rescue
CCOC(=O)c1c(C)oc2c1c1c(c3ccccc32)OCN(Cc2cccnc2)C1	?	i	-2%	-11%	-6%	15%	-25%	-3.1	-31%[inhibitor]
Cc1ccc(/C=C/C(=O)OCC(=O)NCc2ccccc2)o1	17%	i	0%	-3%	2%	11%	-4%	-2.7	-1%
COc1ccc(CCNC(=S)N2CCN(S(=O)(=O)c3ccc(F)cc3)CC2)cc1	-0.1%	i	-3%	1%	0%	1%	0%	0.4	2%
CC1=NC(C)(C)CC2CCC(O)C12 (stereo not given)	-0.9%	i	2%	-3%	/	7%	12%	-2.8	-9%
COc1nc(-c2ccc3c(c2)OCO3)n(-c2ccc(NC(=O)CSc3ccccc3)cc2)n1	2.1%	/	0%	-3%	/	?	-6%	/	-9%
O=C1Nc2ccccc2C1=Nc1ccc(-c2nnc3n2CCCCC3)cc1	0.4%&0.7%	i	3%&-13%	-6%&1%	1%	?	19%&-4%	-3.5&0.5	?
CCOCCCNC(=O)/C(C#N)=C/c1cc(Br)c(O)c(Br)c1	0.2%	i	?	?	-3%	?	-28%	-2.2	-4%
COc1ccc(O)c(CN2CCCC(N3CCN(c4ccc(F)cc4)CC3)C2)c1 (stereo not given)	0.1%	i	4%	-1%	-1%	11%	-5%	1.5	5%
COc1ccc(C2=C(C)C(N3CCC(C(=O)Nc4cc(C)ccc4C)CC3)=NS2(=O)=O)cc1	-0.3%	/	-3%	6%	/	-24%	9%	/	-9%
CCc1c(C)c2ccc3c(c2oc1=O)CN(Cc1ccccc1)CO3	6.9%	/	9%	4%	/	19%	-11%	/	-21%
CC(=O)NCc1ccc(S(=O)(=O)N2CCN(c3ccccn3)CC2)cc1	0.2%	i	5%	14%	1%	15%	-6%	1.7	-5%
Cc1ncoc1C(=O)N1CCc2c([nH]c3ccccc23)C1c1ccccc1F (stereo not given)	2.4%	i	-4%	-11%	2%	3%	5%	-6.4	0%
Cc1ccc(C(C(=O)NCC2CCCO2)N(C(=O)c2snc(C(N)=O)c2N)c2ccc3c(c2)OCCO3)cc1 (stereo not given)	4.7%	i	-5%	30%	-2%	8%	-8%	0.2	-6%
Cc1ccc(-c2nnn(CC(=O)N(c3ccc(F)cc3)C(C(=O)NC3CCCC3)c3ccco3)n2)o1 (stereo not given)	-0.4%	i	3%	6%	1%	8%	-12%	-4.6	9%
COCCC(=O)N1CCC(Oc2ccc(C(=O)NCc3ncc(C)[nH]3)cc2)CC1	0.4%	i	2%	2%	0%	3%	-2%	-2.7	18%
COCC(=O)N(Cc1cc2ccc(C)c(C)c2n2nnnc12)C1CCCC1	-0.7%	i	0%	29%	2%	-8%	5%	-0.9	4%
CCCCCCn1cc(CN2CC(N3CCSCC3)CS2(=O)=O)nn1 (stereo not given)	0.4%	i	/	/	/	/	/	0.0	-10%
Cc1cc(SCC(=O)NN)c2cc(Br)ccc2n1	28%	i	2%	?	-12%	?	-75%	0.3	-3%
COc1ccc(C(C#N)Nc2ccccc2OC)cc1 (stereo not given)	0.0%	i	/	-25%	-4%	11%	2%	-0.2	-16%
Cc1cc(C)c(NC(=O)Cn2c(=O)n(Cc3ccc(C(=O)NCc4ccc5c(c4)OCO5)cc3)c(=O)c3ccccc32)c(C)c1	-1.3%	/	-16%	0%	/	15µM*	-24%	/	?
COc1ccc(-c2csc3nc[nH]c(=O)c23)cc1	0.1%	i	3%	-1%	0%	?	0%	-2.4	-18%
CCc1nc(SCC(=O)N2CCCCCC2)c2c(=O)n(C)c(=O)n(C)c2n1	-0.1%	i	1%	-16%	1%	0%	-5%	-1.7	-9%
COc1ccc(-c2nn(-c3ccc(C)c(Cl)c3)c3c2cnc2cc(OC)c(OC)cc23)cc1	6.4%	/	-1%	-14%	/	/	-5%	/	-9%
